From PubChem BioAssay
APP 5'UTR act: activates APP 5'UTR luciferase reporter; AID 1276; activation, % at 2 µM; SH-SY5Y APP 5'UTR luciferase reporter, luminescence; zero percent = DMSO vehicle wells; 190,000 tested, 1% active;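 active = activation above a set limit, based on mean plus 3 SD of controls, cut at about 140% in these data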; also: values of inactives mirror those of a sister screen read the other way
FLuc stim CS: affects firefly luciferase, flagging false hits in luciferase stimulation screens; P08659; ATPlite luciferase biochemical, luminescence, 10 min; 0 = ATP-free wells, 1 = DMSO control; activation factor at 10 µM; 200,000 tested, under 10 active;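 active = luciferase activation factor, scaled between plate controls, of at least 2 with compound at 10 µM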
Target sequence (P08659 whole entry, looked up): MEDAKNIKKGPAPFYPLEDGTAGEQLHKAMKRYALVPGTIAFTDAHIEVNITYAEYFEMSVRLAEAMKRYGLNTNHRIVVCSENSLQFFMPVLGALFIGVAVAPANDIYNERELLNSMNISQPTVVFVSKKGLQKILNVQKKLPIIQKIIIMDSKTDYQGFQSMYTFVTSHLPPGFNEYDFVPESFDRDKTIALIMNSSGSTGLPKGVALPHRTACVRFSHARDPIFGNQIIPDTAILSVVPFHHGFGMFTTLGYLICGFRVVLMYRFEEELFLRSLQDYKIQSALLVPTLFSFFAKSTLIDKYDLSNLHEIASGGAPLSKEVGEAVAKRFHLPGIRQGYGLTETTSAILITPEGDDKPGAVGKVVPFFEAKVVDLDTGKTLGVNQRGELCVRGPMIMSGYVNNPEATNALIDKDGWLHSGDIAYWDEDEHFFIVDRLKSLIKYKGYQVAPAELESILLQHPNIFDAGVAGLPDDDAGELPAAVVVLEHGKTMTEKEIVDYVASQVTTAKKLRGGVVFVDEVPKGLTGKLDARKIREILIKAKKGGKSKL
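Assay system: Luciferase/luciferin reagent mix; Medium: PBS as buffer for the ATP substrate; Dosing: test compounds dosed from 2 mM stocks in 100% DMSO; Times: 10 min, room temperature; Signal: luminescence from luciferase reaction; Read-out: luciferase activation; Controls: No-ATP low control, compound-free enzyme-plus-ATP high control.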
APP 5UTR inh: APP translation inhibition | SH-SY5Y APP 5'UTR-luciferase reporter, luminescence | inhibition, % at 2 µM | 190,000 tested, 0.82% active | AID 1285;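 active = inhibition above a set limit, derived from the sample mean plus 3 SD, cut at about 45% in these data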; also: values of inactives mirror those of a sister screen read the other way
STAT1 inh: reduces IFN-gamma driven STAT1 reporter signal; 200,000 tested, 0.35% active; inhibition, % at 5.5 µM; AID 920; NIH 3T3 STAT1-luciferase reporter, luminescence;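 active = inhibition above a set limit, the mean inhibition across all tested compounds plus 3 SD, cut at about 34% in these data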;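 also: 0% = IFN-gamma with DMSO and 100% = IFN-gamma with 300 µM nifuroxazide; values of inactives mirror those of a sister screen read the other way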
ROMK mod: modulates human ROMK potassium channel activity; P48048; Tet-inducible ROMK, thallium flux fluorescence; actives lie on both sides; B-score at 10 µM; 130,000 tested, 2% active; AID 1918;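 active = signal ratio slope over the read window, or its plate-corrected B-score, at least 3 SD from the plate mean, either direction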;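 also: B-score of the F/F0 ratio slope over 7 to 12 s after thallium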
Target sequence (P48048 whole entry, looked up): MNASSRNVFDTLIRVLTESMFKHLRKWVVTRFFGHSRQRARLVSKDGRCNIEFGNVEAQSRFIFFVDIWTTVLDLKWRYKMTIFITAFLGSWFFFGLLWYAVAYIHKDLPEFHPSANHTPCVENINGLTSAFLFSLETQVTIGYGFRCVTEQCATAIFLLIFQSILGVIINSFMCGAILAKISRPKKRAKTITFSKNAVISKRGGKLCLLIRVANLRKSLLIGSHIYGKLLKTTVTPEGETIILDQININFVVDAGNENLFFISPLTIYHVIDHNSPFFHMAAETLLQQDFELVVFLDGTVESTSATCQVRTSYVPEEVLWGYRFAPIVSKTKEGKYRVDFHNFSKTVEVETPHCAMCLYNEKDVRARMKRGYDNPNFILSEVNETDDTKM
NF-kB expr up: raises NF-kB expression in human neuronal cells. NF-kB reporter expression; hits give high values. fold change at 12.5 µM. 190,000 tested, 1.6% active. AID 1239; in the data active = fold change above about 3.3
STAT3 act: STAT3 signaling activation | U3A cells, IL-6 STAT3-luciferase reporter, luminescence; 100% = signal with IL-6 EC80 alone | activation (% of control), % at 5.6 µM | 190,000 tested, 0.91% active | AID 871;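 active = activation above the screen-wide mean of compound activation plus 3 SD, cut at about 130% in these data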;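 also: 0% = background luminescence of wells with medium and substrate only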
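Test system: human U3A cells carrying STAT3-luciferase construct; control set: IL-6-only wells as 100% reference; timing: compound pre-incubation 1 h before IL-6, then 6 h stimulation at 37 °C; also added: IL-6 stimulus at 33 ng/mL final; evaluation: % activation versus median of IL-6-stimulated wells; detection: reporter luminescence signal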
FLuc inh counter: counter-screen for luciferase assay inhibitors: firefly luciferase inhibition; AID 1006; inhibition, % at 10 µM; 200,000 tested, 1.5% active; ATPLite firefly luciferase biochemical luminescence, 10 min;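 active = inhibition above about 50% when tested at 10 µM, limit read from the data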
STAT3 blocker: STAT3 signaling inhibition; U3A cells, IL-6 STAT3-luciferase reporter, luminescence; host cell line lacks STAT1; inhibition, % at 5.5 µM; 190,000 tested, 0.89% active; AID 862;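 active = inhibition above the mean inhibition across all screened compounds plus 3 SD, cut at about 44% in these data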;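 also: 0% = DMSO only wells and 100% = 100 µM nifuroxazide control wells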
STAT1 act: STAT1 signaling activation; NIH 3T3 STAT1-luciferase reporter, IFN-gamma, luminescence; 100% = IFN-gamma alone, no compound; activation (% of control), % at 5.5 µM; 200,000 tested, 2.6% active; AID 932;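 active = activation above the screen-wide mean activation plus 3 SD, cut at about 130% in these data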;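 also: raw ratio to IFN-gamma control signal so 100% means no change and 0% no light; values of inactives mirror those of a sister screen read the other way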
An asterisk follows results filed as active; nt = no result given.

SMILES | APP 5'UTR act | FLuc stim CS | APP 5UTR inh | STAT1 inh | ROMK mod | NF-kB expr up | STAT3 act | FLuc inh counter | STAT3 blocker | STAT1 act
Cc1onc(-c2ccccc2Cl)c1C(=O)Nc1cccc(-c2nc3ncccn3c2C)c1 | 12.9 | 1.1 | -12.9 | 6.2 | nt | 0.81 | 104.9 | -7.3 | -0.5 | 94.4
O=C(NCc1ccc(F)cc1)c1ccccc1OCc1ccccc1 | 10.7 | 1.1 | -10.7 | -3.6 | 0.0497 | 0.68 | 108.3 | -5.4 | -9.4 | 103.2
COc1ccccc1NC(=O)CSCC(=O)N1c2ccccc2CCc2ccccc21 | -0.9 | 1 | 0.9 | 3.6 | -0.133 | 1.08 | 99.5 | -1.4 | 0.8 | 96.8
O=C(C1=NN[C@@H]2C(=O)N(c3cccc(C(F)(F)F)c3)C(=O)[C@H]12)c1ccc2ccccc2n1 | -7.9 | 1 | 7.9 | -1.3 | nt | 1.07 | 106.2 | -0.1 | -12.7 | 101.2
CC1(C(=O)CSc2n[nH]c(-c3ccccc3Cl)n2)CCC(=O)O1 (configuration not stated) | -0.4 | 1 | 0.4 | 2.1 | 0.491 | 1.26 | 99.7 | -4.4 | 5.2 | 98.1
COc1ccc(CNC(=O)C2CCN(S(=O)(=O)c3c(C)n[nH]c3C)CC2)cc1 | 3.1 | 1 | -3.1 | -0.3 | nt | 1.61 | 96.7 | -4.0 | 7.4 | 100.3
CSc1nc2cc(S(=O)(=O)N3CCOCC3)ccc2s1 | -6.0 | 1 | 6.0 | -1.2 | nt | 0.85 | 106.9 | -0.9 | -5.7 | 101.2
O=c1[nH]c(=O)n(-c2ccc(F)cc2)c2c1C(C(F)(F)F)(C(F)(F)F)N=C(c1ccc(F)cc1)N2 | -19.6 | 1 | 19.6 | 0.3 | nt | 0.47 | 79.4 | -2.5 | 27.5 | 99.7
COc1cccc(CNC(=O)CCNC(=O)Cn2ccc3ccccc3c2=O)c1 | 9.9 | 1 | -9.9 | -1.7 | nt | 1.01 | 96.2 | -4.8 | 8.7 | 101.6
COc1ccc(/C=N\NC(=O)COc2ccc(C(C)(C)C)cc2)cc1Cn1nc(C)cc1C | -30.2 | 0.8 | 30.2 | 0.5 | 0.643 | 0.94 | 104.1 | 16.1 | 1.3 | 99.6
CC1=C(C)C(=O)N(CCC(=O)O)C1=O | -0.2 | 1 | 0.2 | 3.6 | nt | 0.92 | 98.9 | -4.9 | 6.1 | 96.7
Nc1cc(N)nc(SCc2cccnc2)n1 | -22.4 | 1 | 22.4 | -0.8 | 0.129 | 1.05 | 101.0 | -1.3 | -1.1 | 103.1
CC(NC(=O)c1ccc([N+](=O)[O-])cc1[N+](=O)[O-])c1ccc(-c2ccccc2)cc1 (configuration not stated) | -5.2 | 1 | 5.3 | 9.0 | -0.0157 | 1.08 | 96.0 | 0.5 | 2.6 | 93.7
CC(C)N1CCc2c(sc(NC(=O)c3cc4cc([N+](=O)[O-])ccc4s3)c2C(N)=O)C1 | 16.5 | 1 | -16.5 | 1.4 | -0.0733 | 0.65 | 110.2 | 2.2 | -1.5 | 98.8
CCCCCN(C(=O)NC(=O)NCCCC)S(C)(=O)=O | -0.1 | 1.1 | 0.1 | -7.7 | nt | 1.12 | 102.4 | -6.0 | 1.4 | 107.0
COc1ccc(CN=C2NC(=O)CC(C(=O)Nc3ccccc3C)S2)cc1 (configuration not stated) | 24.0 | 1 | -24.0 | -0.8 | nt | 0.99 | 97.7 | -3.4 | -2.3 | 100.7
Cc1[nH]c2ccccc2c1/C=N/NC(=S)NC(C)C | 6.4 | 1 | -6.4 | -9.7 | -0.0566 | 0.69 | 94.6 | -1.5 | 12.7 | 107.9
COc1ccc(/C=C(\C#N)C(=O)OCC(=O)Nc2ccc(-c3nc4ccc(C)cc4s3)cc2)cc1 | 184.5* | 0.6 | -184.5 | -15.2 | 0.703 | 4.5* | 65.1 | 43.6 | 42.3 | 114.9
CCCCN(CCCC)Cc1ccc(C(=O)NNC(=O)Nc2ccc(Cl)cc2)o1 | -10.1 | 1 | 10.1 | -1.7 | -0.581 | 1.05 | 102.8 | 0.5 | 3.0 | 101.9
O=C(CN1C(=O)C2CC=C(Cl)CC2C1=O)Nc1ccc(C(=O)O)cc1 (configuration not stated) | -6.2 | 1 | 6.3 | 8.2 | 1.05 | 0.95 | 95.3 | -2.8 | 8.4 | 92.5
Cc1ccc(NC(=S)N(CCCN2CCC(C)CC2)Cc2ccco2)cc1 | 21.6 | 1.1 | -21.6 | -6.8 | -0.382 | 1.14 | 93.0 | -7.2 | 10.7 | 103.8
O=C(Nc1nc(-c2ccncc2)cs1)c1ccc(F)cc1 | 23.2 | 1 | -23.2 | -21.0 | -0.194 | 1.29 | 85.3 | -4.2 | 23.4 | 118.0
O=C(/C=C\c1ccc2c(c1)OCO2)Nc1c2c(nn1-c1ccc(Cl)cc1)CSC2 | -16.5 | 1 | 16.5 | -1.1 | 0.0267 | 0.92 | 101.4 | -0.9 | -1.7 | 101.0
CCOC(=O)C1(CCc2ccccc2)CCN(C(=O)C(C)n2cncn2)CC1 (configuration not stated) | -3.0 | 1.1 | 3.0 | -0.4 | 0.358 | 1.2 | 102.2 | -7.3 | -0.2 | 98.7
O=c1[nH]c(/C=C/c2ccccc2[N+](=O)[O-])nc2ccccc12 | 28.7 | 1 | -28.7 | -4.9 | nt | 1.34 | 106.4 | -0.4 | -4.2 | 104.4

Carrying on.
SMILES | APP 5'UTR act | FLuc stim CS | APP 5UTR inh | STAT1 inh | ROMK mod | NF-kB expr up | STAT3 act | FLuc inh counter | STAT3 blocker | STAT1 act
CCCCNC(=O)Cn1cnc([N+](=O)[O-])n1 | -1.2 | 1.1 | 1.2 | -7.1 | -0.197 | 1.08 | 95.2 | -9.8 | 8.9 | 104.6
CC(NC(=O)Cn1nc(-c2ccccc2)c2ccccc2c1=O)c1ccccc1 (configuration not stated) | 5.7 | 1 | -5.7 | 12.8 | nt | 0.94 | 109.5 | -3.0 | -6.8 | 88.3
CC1=NCCN1S(=O)(=O)c1ccccc1[N+](=O)[O-] | 18.4 | 1.1 | -18.4 | 1.7 | 0.894 | 1.01 | 103.8 | -5.3 | 4.2 | 98.6
CN(c1ccccc1C(=O)Nc1ccccc1C(=O)NCc1ccco1)S(C)(=O)=O | -10.0 | 1.1 | 10.0 | 4.8 | -0.171 | 0.87 | 96.8 | -6.7 | 6.7 | 95.6
CCCc1cc(=O)[nH]c(SCc2cc(=O)oc3cc(C)c(C(C)C)cc23)n1 | -2.7 | 1 | 2.7 | -11.5 | 0.594 | 0.78 | 109.2 | -3.5 | -1.3 | 110.5
CCn1c(CCNC(=O)c2cccs2)nnc1SCC(=O)Nc1cccc(Cl)c1 | 6.0 | nt | -6.0 | -2.4 | nt | 0.96 | 97.6 | nt | 7.2 | 102.2
COc1ccc(NC(=O)C2CCN(S(=O)(=O)c3c(C)noc3C)CC2)cc1Cl | -9.3 | 1.1 | 9.3 | -2.0 | -0.042 | 1.19 | 94.1 | -7.6 | 13.5 | 101.8
C/C(=N/NC(=O)c1ccoc1C)c1ccc(NC(=O)C2CCCC2)cc1 | 161.1* | 1.1 | -161.1 | -39.6 | -0.0238 | 1.16 | 88.8 | -6.6 | 14.8 | 136.3*
Cc1c(C#N)c(N=CN(C)C)c(C(=O)c2ccccc2)n1-c1ccc(Br)cc1 | -15.2 | 1.1 | 15.2 | -0.1 | 0.725 | 1.23 | 103.4 | -6.1 | 2.2 | 100.1
CCOC(=O)C(NC(C)=O)C(=O)Nc1ccc(OC)cc1 (configuration not stated) | 17.0 | 1.1 | -17.0 | -3.8 | 2.1 | 0.85 | 99.5 | -7.6 | 2.5 | 103.4
CSC1CCCCC1(O)CSc1nc2ccccc2o1 (configuration not stated) | 10.4 | 1 | -10.4 | -15.1 | nt | 1.54 | 102.8 | -1.0 | 0.8 | 113.9
CCCN=Cc1ccc(O)cc1 | 2.9 | 1.1 | -2.9 | -6.2 | -0.566 | 1.01 | 107.6 | -7.6 | -1.1 | 104.7
Cc1ccc(C2NC(=O)c3c(sc4c3CCN(C)C4)N2)s1 (configuration not stated) | 10.3 | 1 | -10.3 | -41.9 | nt | 1.21 | 109.5 | 2.6 | -5.5 | 138.1*
CCOc1ccccc1CN1CCN(S(C)(=O)=O)CC1 | -4.2 | 1 | 4.2 | 2.2 | nt | 1.04 | 99.5 | -3.2 | 4.4 | 98.0
Cc1cc(C)c(C#N)c(SCCS(=O)(=O)Cc2ccccc2)n1 | 1.5 | 1 | -1.5 | -3.0 | nt | 1.21 | 90.4 | -3.9 | 14.6 | 102.8
O=C(Nc1ccc(Cl)c(Cl)c1)c1cccc(S(=O)(=O)NCc2cccnc2)c1 | -6.8 | 1 | 6.8 | 2.0 | nt | 0.72 | 92.3 | -4.5 | 4.3 | 98.2
COc1cc(OC)c(C(=O)NCc2cccnc2)cc1OC | -5.2 | 1.1 | 5.2 | -1.4 | -0.0846 | 1.31 | 95.1 | -6.2 | 11.8 | 99.3
Cc1cc(C(=O)Nc2c(C)nn(Cc3ccc(F)cc3)c2C)on1 | -0.3 | 1 | 0.3 | 16.5 | nt | 1.26 | 92.6 | -3.7 | 17.3 | 85.1
COc1ccc(C(=O)CSc2nnc(Cn3cnc4ccccc43)o2)cc1 | 11.3 | 1.1 | -11.3 | 10.3 | nt | 0.69 | 42.4 | -6.5 | 73.3* | 90.6
CC(=O)OCCCCON1C(=O)c2ccccc2C1=O | -4.2 | 1 | 4.2 | -5.6 | 0.335 | 1.09 | 96.1 | -0.7 | 6.4 | 105.1
O=C(OC(C(=O)NCc1ccco1)C(OC(=O)c1ccccc1)C(=O)NCc1ccco1)c1ccccc1 (configuration not stated) | 0.7 | 1 | -0.7 | -8.0 | -0.102 | 0.96 | 104.5 | -4.7 | -7.8 | 107.1
COc1ccccc1-c1nnc(NC(=O)c2ccc(S(=O)(=O)N(C)C)cc2)o1 | 1.9 | 1.1 | -1.9 | 5.3 | nt | 0.84 | 105.0 | -7.6 | -0.2 | 95.2
O=C(NCc1ccco1)C(=O)NCC(c1ccco1)N1CCOCC1 (configuration not stated) | -0.7 | 1 | 0.7 | -0.6 | -0.000525 | 1.09 | 102.2 | -3.9 | 2.2 | 97.8
C=CCN(c1ccccc1OC)S(=O)(=O)c1ccc(Cl)c(C(=O)Nc2ccc(N3CCOCC3)cc2)c1 | -17.3 | 1 | 17.3 | -1.5 | 0.966 | 1.01 | 87.3 | 0.4 | 19.6 | 101.1
CCCCOc1ccc(C2C(C(=O)c3ccc(C)o3)=C(O)C(=O)N2CC2CCCO2)cc1 (configuration not stated) | -7.4 | 1 | 7.4 | -6.2 | nt | 1 | 108.9 | -4.2 | -7.9 | 105.6

Reprinted at random: two entries already listed
SMILES | APP 5'UTR act | FLuc stim CS | APP 5UTR inh | STAT1 inh | ROMK mod | NF-kB expr up | STAT3 act | FLuc inh counter | STAT3 blocker | STAT1 act
CCCCOc1ccc(C2C(C(=O)c3ccc(C)o3)=C(O)C(=O)N2CC2CCCO2)cc1 (configuration not stated) | -7.4 | 1 | 7.4 | -6.2 | nt | 1 | 108.9 | -4.2 | -7.9 | 105.6
O=C(NCc1ccco1)C(=O)NCC(c1ccco1)N1CCOCC1 (configuration not stated) | -0.7 | 1 | 0.7 | -0.6 | -0.000525 | 1.09 | 102.2 | -3.9 | 2.2 | 97.8
